NCI-60 one-dose screen, 48 h, at 10 µM unless noted. Numbers give growth in % (100 = growth as untreated, 0 = no growth, -100 = all killed).
HCT-116: HCT-116 colon cancer; AID 1794798; 7.3% of 82,000 active
NCI-H226: NCI-H226 lung cancer. 3.5% of 79,000 active. AID 1794732
NCI-H23: NCI-H23 lung cancer; 4% of 80,000 active; AID 1794731
COLO 205: COLO 205 colon cancer | 7.3% of 79,000 active
NCI-H522: NCI-H522 lung cancer. 8% of 78,000 active
HCT-15: HCT-15 colon cancer; 5.2% of 82,000 active
NCI-H322M: NCI-H322M lung cancer. 2.7% of 80,000 active. AID 1794733
NCI-H460: NCI-H460 lung cancer | 6.8% of 82,000 active | AID 1794736
NCI/ADR-RES: NCI/ADR-RES ovarian cells | 4.4% of 81,000 active | AID 1794790
Starred values were filed as active, the others as inactive; x = not tested or not shown; & = joins results of further samples; ! = not active in a repeat. Rule for the calls: active = growth percent below 10; inactive = the rest.

SMILES	HCT-116	NCI-H226	NCI-H23	COLO 205	NCI-H522	HCT-15	NCI-H322M	NCI-H460	NCI/ADR-RES
C=C(C)COc1ccc(C(C)(C)C)cc1	96	96	108	104	91	108	102	104	107
Cc1ccc(S(=O)(=O)OC[C@@H]2CO2)cc1	96	102	97	102	71	104	98	112	103
CCN1CCCC(N2c3ccccc3Sc3ccccc32)C1 (stereo unspecified)	90	113	103	97	95	102	86	104	100
C=CC(=O)NCc1ccc(Nc2nccc(-c3ccc(N4CCCC4)c(C#N)c3)n2)cc1	22	40	50	31	19	20	41	23	34
N#Cc1nc(-c2ccc(F)cc2)oc1S(=O)(=O)N1CCCCC1	-19*	79	66	-13*	-15*	-22*	94	101	98
CCOC(=O)C(CC(=O)O)=C(C(=O)OCC)C(=O)OCC	100	x	105	121	114	97	114	107	112
Cc1ccc2c(c1)C(O)CCC2 (stereo unspecified)	103	95	101	91	94	95	94	110	101
Clc1cnc2ccccc2c1	102	90	98	101	100	107	103	103	105
OC1C2CCC(C2)C1CN1CCOCC1 (stereo unspecified)	107	103	107	120	x	108	135	112	111
CN(C(=N)N)c1ccccc1	101	96	113	106	110	103	90	109	111
Fc1ccc(-c2cnn3cc(-c4ccccc4)cnc23)cc1	100	100	96	115	81	85	87	94	98
O=C(Nc1ccc(S(=O)(=O)Nc2nccs2)cc1)c1ccncc1	116	92	103	116	x	96	110	107	107
Cc1ccc(Nc2ccc(Nc3ccc(C)cc3)c3c2C(=O)c2cccc(O)c2C3=O)cc1	99	73	84	102	91	100	108	88	100
N#Cc1nc2c(S(=O)(=O)c3ccccc3)c(N)n(Cc3cccnc3)c2nc1C#N	98	98	88	92	47	101	92	113	95
COc1cc(-c2csc(NC(=O)Nc3ccc(F)cc3)n2)cc(OC)c1OC	86	68	88	100	56	73	78	82	72
COc1ccccc1C1OC2=Nc3cc(C)c(C)cc3NC2C1=O (stereo unspecified)	39	22	79	79	91	81	80	14	61
CC(C)c1ccc(S(=O)(=O)NC(=O)NC2CC2)cc1	109	99	100	113	89	107	100	108	106
C[C@]12CCC(=O)C=C1CC[C@H]1[C@@H]3CC[C@@]4(OCC4=O)[C@@]3(C)C[C@H](O)[C@@]12F	99	102	97	115	95	108	110	105	103
O=C(O)CN1CCCCC1	114	110	111	113	118	103	114	115	102
CCC1(C2=CCCCC2)C(=O)NC(=O)N=C1N (stereo unspecified)	111	107	99	120	x	97	x	111	106
O=C1CC(c2ccc(Cl)cc2Cl)n2nc(Nc3ccccc3)c(-c3nc4ccccc4s3)c2N1 (stereo unspecified)	93	110	98	117	87	88	94	94	103
COc1ccc2[nH]c(=O)c(CSc3ccccc3Nc3nccc(-c4ccc(Cl)cc4)n3)cc2c1	12	46	43	62	4.5*	26	70	33	34
Cc1ccc(/C=C/c2c(C(=O)c3ccccc3)c(=O)[nH]c3ccccc23)cc1	86	91	95	89	87	101	82	93	105
O=C1c2cccc3c(-c4ccc5c(c4)ncn5C4CCCCC4)ccc(c23)C(=O)N1c1ccc(F)cc1	70	80	82	94	88	78	103	96	92
CC(=O)C1(C)CCC2C3C=C(C)C4=CC(=O)CCC4(C)C3CCC21C (stereo unspecified)	69	76	89	92	92	73	89	x	80
Oc1cccc(Nc2nccc(-c3ccc4ccccc4c3)n2)c1	21	71	33	85	16	22	46	16	20
Nc1ccc2oc3nccc(NCc4cccc(Br)c4)c3c2c1	78	58	46	99	59	84	91	77	65
CN1C(=O)/C(=C/c2ccc(C3Oc4ccccc4C4CC(c5ccc(Cl)cc5)=NN43)cc2)SC1=S (stereo unspecified)	95	86	103	103	84	99	99	103	104
CCCCCC1CCCCN1C(=O)OCCC (stereo unspecified)	101	101	108	101	78	88	105	107	117
O=c1[nH][nH]c(=O)c(Cl)c1Cl	99&104	106&96	112&111	117&110	96&93	98&102	105&115	114&115	109&102
Cc1cccc(C(=N)c2ccccc2Cc2ccccc2)c1C	87	88	100	104	79	100	89	97	96
N#Cc1ccc(C(=O)CSc2nccc(Nc3ccc(C(=O)O)cc3)n2)cc1	108	101	100	110	94	106	x	104	108
CCSC(SCC)C(O)C(O)C(O)C(O)CO (stereo unspecified)	97&113	100	97&107	107&103	93	102&98	107&94	108&103	102&110
CC(C)(C)n1cc(-c2ccnc(NCCCNS(=O)(=O)c3cccc(F)c3)c2)c(-c2cccc(F)c2)n1	54	88	79	54	75	27	93	75	81
Nc1ccc(S(=O)(=O)O)c(N)c1	101	97	99	x	99	110	125	113	x
C=C(C)[C@@H]1CC[C@]2(C(=O)N3CCN(C)CC3)CC[C@]3(C)[C@H](CC[C@@H]4[C@@]5(C)C/C(=C/c6ccncc6)C(=O)C(C)(C)[C@@H]5CC[C@]43C)[C@@H]12	18	62	74	54	48	36	85	37	58
C/C(=N/Nc1ccccc1)C(=O)O	71	93	92	99	38	57	79	94	75
Nc1cc2c(cc1N)C(O)c1ccccc1-2 (stereo unspecified)	103	92	92	64	60	109	109	97	94
OC1CCC(O)CC1 (stereo unspecified)	110&106	116&116	110&112	119&110	x	107&105	127	110&117	109&112
O=C(O)/C=C\C(=O)NCC1CCC(CNC(=O)/C=C\C(=O)O)CC1 (stereo unspecified)	104	97	102	115	95	101	88	107	105
CCOC(=O)c1nn(C2CCCCO2)c2ccc(NS(=O)(=O)c3ccc(C)cc3)cc12 (stereo unspecified)	88	102	100	121	98	105	104	99	100
O=S(=O)(O)c1cc(Cl)cc(Cl)c1O	106	106	106	107	109	103	129	104	103
Cc1ccc2sc3c(NCCCN)nc4ccccc4c3c(=O)c2c1	-53*	93	80	-43*	59	-12*	69	-54*	39
CC(/C=C/c1ccccc1)=N\N	80	91	91	98	86	106	106	107	102
CC(=O)Nc1cc(Cl)ccc1Cl	111	119	101	113	x	105	147	109	105
COc1ccc(/C(C#N)=C/c2ccccc2OC)cc1	18	65	42	14	5.0*	24	x	21	-0.1*
FC(F)(F)c1ccc2nc(-c3nnc(-c4ccccc4)o3)c(Cl)nc2c1	105	95	101	101	100	99	97	99	104
N#CC(C#N)=CNc1ccccc1C(=O)NCCCn1ccnc1	98	90	106	112	91	107	117	109	105
O=C(c1ccccc1)N1Cc2[nH]nc(-c3ccccc3)c2[C@H]2CCCCN21	98	90	100	108	89	99	99	110	101
CSc1nc2c(c(=O)n1C)CN(Cc1ccccc1)C(=O)C(c1ccccc1)N2 (stereo unspecified)	92	91	98	119	81	93	99	100	89

Profiles, looked up by structure.
Record of `CC(=O)Nc1cc(Cl)ccc1Cl` = HCT-116 = 111; NCI-H226 = 119; NCI-H23 = 101; COLO 205 = 113; NCI-H522 = x; HCT-15 = 105; NCI-H322M = 147; NCI-H460 = 109; NCI/ADR-RES = 105
Record of `CC(/C=C/c1ccccc1)=N\N` = HCT-116 = 80; NCI-H226 = 91; NCI-H23 = 91; COLO 205 = 98; NCI-H522 = 86; HCT-15 = 106; NCI-H322M = 106; NCI-H460 = 107; NCI/ADR-RES = 102

(continued)
SMILES	HCT-116	NCI-H226	NCI-H23	COLO 205	NCI-H522	HCT-15	NCI-H322M	NCI-H460	NCI/ADR-RES
N#CC1=C(N)CC(=O)N1c1ccc(NC(=O)c2ccccc2-c2ccccc2C(=O)O)cc1	99	101	107	110	71	99	101	113	113
CCN(CC)CCCC(C)N(Cc1ccccc1)CC(O)c1ccc(Cl)cc1 (stereo unspecified)	100&102	110&99	101&106	111&103	90&107	98&101	98&114	116&101	98&108
Cc1[nH]nc2c1C(c1cc([N+](=O)[O-])cs1)C(C#N)=C(N)O2 (stereo unspecified)	79	85	93	103	53	82	96	98	96
CN1CCN(Cc2ccc(NC(=O)c3cncc(C#Cc4c(N)ncc5c(F)cccc45)c3)cc2C(F)(F)F)CC1	-89*	14	-66*	-84*	-76*	-84*	-24*	-48*	-45*
CO/N=C/C=C\C(=O)N/C=C/C[C@H]1/C=C/[C@H](O)/C=C\C=C\c2cccc(O)c2C(=O)O1	15&21	-74*	55&61	14&15	15&28	17&12	52&43	8.8*!	33&44
C=C(C)[C@@H]1CC[C@]2(C(=O)N[C@H](C)C(=O)O)CC[C@]3(C)[C@H](CC[C@@H]4[C@@]5(C)Cc6c([nH]c7ccccc67)C(C)(C)[C@@H]5CC[C@]43C)[C@@H]12	76	86	70	89	61	77	90	69	82
COc1ccc(-c2nn(-c3cccc(Cl)c3)cc2/C=C2\NC(=S)N(c3ccc(Cl)cc3)C2=O)cc1	0.8*	-42*	-7.9*	37	-38*	x	x	11	7.3*
CCOC(=O)c1c(Cl)c2c(n1Cc1cccc(OC)c1)-c1oncc1CC2	18	57	50	20	5.7*	31	-7.4*	9.8*	1.8*
Cc1nn(-c2ccccc2)c2nc(C)n(/N=C/c3ccccc3O)c(=O)c12	96	89	83	123	77	91	104	98	94
Cc1ccc(S(=O)(=O)NCCNc2nccc(-c3c(-c4cccc(O)c4)nc4sccn34)n2)cc1	90	92	94	85	85	97	88	98	85

Three compounds from above, sorted by length of the SMILES, rising:
SMILES	HCT-116	NCI-H226	NCI-H23	COLO 205	NCI-H522	HCT-15	NCI-H322M	NCI-H460	NCI/ADR-RES
CCN(CC)CCCC(C)N(Cc1ccccc1)CC(O)c1ccc(Cl)cc1 (stereo unspecified)	100&102	110&99	101&106	111&103	90&107	98&101	98&114	116&101	98&108
CCOC(=O)c1c(Cl)c2c(n1Cc1cccc(OC)c1)-c1oncc1CC2	18	57	50	20	5.7*	31	-7.4*	9.8*	1.8*
C=C(C)[C@@H]1CC[C@]2(C(=O)N[C@H](C)C(=O)O)CC[C@]3(C)[C@H](CC[C@@H]4[C@@]5(C)Cc6c([nH]c7ccccc67)C(C)(C)[C@@H]5CC[C@]43C)[C@@H]12	76	86	70	89	61	77	90	69	82

Additional entries
SMILES	HCT-116	NCI-H226	NCI-H23	COLO 205	NCI-H522	HCT-15	NCI-H322M	NCI-H460	NCI/ADR-RES
O=C(O)C(Cl)C(Cl)c1ccccc1Cl (stereo unspecified)	108	112	112	111	93	92	101	120	113
O=C1CSC(=S)N1Cc1ccncc1	81	99	103	96	64	73	89	107	107
OCCCOCc1ccccc1	105	96	91	105	100	101	99	110	96
COc1ccc(-c2nc(SCc3nc4ccccc4[nH]3)nc(N3CCN(C)CC3)c2C#N)cc1	99	92	93	105	81	89	79	99	94
CCCCCCCC(=O)N(CC)CC	107	x	104	109	91	99	108	110	105
CCOC(=O)C(=CNc1ccc(-c2cn3c(n2)sc2cc(Oc4ccnc(C(=O)NC)c4)ccc23)cc1)C(=O)OCC	101	93	97	104	70	98	101	104	98
CN(c1ccc(F)cc1)S(=O)(=O)c1ccc(-c2cnc(C3CC3)o2)cc1	19	61	31	6.4*	26	18	46	17	9.1*
CCOC(=O)N[C@H]1CCc2cc(OC)c(OC)c(OC)c2-c2ccc(SC)c(=O)cc21	2.6*	-7.7*	27	-5.0*	-9.0*	7.8*	31	2.0*	0.5*
Cn1c(COC(=O)N2CCCCC2)nc2c(N3CCOCC3)nc(-c3ccccc3)nc21	-59*	-61*	-76*	-60*	-53*	-43*	37	-56*	-8.6*
CN(C)NC(=O)C(c1ccccc1)c1ccccc1	102	107	97	107	82	100	101	107	99
COc1ccc([C@@H]2c3[nH]c4ccccc4c3C[C@H]3C(=O)N(C4CCN(Cc5c(F)cccc5F)CC4)CC(=O)N23)c(OC)c1	61	71	94	77	80	57	84	64	70

An excerpt from above, limited to HCT-116.
| Compound | HCT-116 |
| --- | --- |
| OCCCOCc1ccccc1 | 105 |
| O=C(O)C(Cl)C(Cl)c1ccccc1Cl (stereo unspecified) | 108 |
| COc1ccc([C@@H]2c3[nH]c4ccccc4c3C[C@H]3C(=O)N(C4CCN(Cc5c(F)cccc5F)CC4)CC(=O)N23)c(OC)c1 | 61 |
| CCOC(=O)C(=CNc1ccc(-c2cn3c(n2)sc2cc(Oc4ccnc(C(=O)NC)c4)ccc23)cc1)C(=O)OCC | 101 |
| CN(C)NC(=O)C(c1ccccc1)c1ccccc1 | 102 |

Gathered by group: the compounds so far with a tert-butyl group
SMILES	HCT-116	NCI-H226	NCI-H23	COLO 205	NCI-H522	HCT-15	NCI-H322M	NCI-H460	NCI/ADR-RES
C=C(C)COc1ccc(C(C)(C)C)cc1	96	96	108	104	91	108	102	104	107
CC(C)(C)n1cc(-c2ccnc(NCCCNS(=O)(=O)c3cccc(F)c3)c2)c(-c2cccc(F)c2)n1	54	88	79	54	75	27	93	75	81

Compound activity: PubChem BioAssay, NCI

This is a random part of the collection. About 12% of those tested had a hit in this group.
